Source: PubChem (several laboratories)
T cell modulator: modulators of CD8 T cell-vesicle binding, primary screen, mouse 2C CD8+ T cells, flow cytometry; AID 2052, 2009; 330,000 tested, 0.068% active; calls only at 7 µM; 2C CD8+ T cell-vesicle binding; hits give low values;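 active = response, share of CD8 T cells binding vesicles, and their 90th percentile fluorescence all below set limits, cut at about 80% in these data, passing the limit was not always enough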
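Assay system – 2C mouse CD8+ T cells · Also added – QL9-loaded Drosophila micro-vesicles · Timing – Cell–vesicle co-incubation 1.5 h at 37 °C, staining 20 min on ice · Signal – flow cytometry of vesicle-bound cells · Measure – percent CD8+ FL2 mean versus row control · Controls – Peptide-free naked vesicles (low) and QL9 vesicles with 0.7% DMSO vehicle (high)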
KOR beta-arrestin-1: KOR agonists, beta-arrestin recruitment, primary screen, cell-based, luminescence, uHTS (AID 1777) | KOR beta-arrestin recruitment, luminescence; higher % means a stronger effect | 280,000 tested, 0.02% active | activation, % at 10 µM, or EC50 in µM where a hit was titrated | Kappa-type opioid receptor (Homo sapiens); in the data active = activation above about 50%, passing the limit was not always enough; note: a part of the inactive calls stands beside numbers as strong as those of hits
GPR55 antagonists: GPR55 antagonists blocking LPI-driven arrestin recruitment, primary screen, imaging, U2OS, beta-arrestin-GFP, LPI agonist (AID 2013) | G-protein coupled receptor 55 (Homo sapiens) | U2OS GPR55 beta-arrestin-GFP translocation imaging, LPI antagonism; higher % means a stronger effect | inhibition, % at 10 µM, or IC50 in µM where a hit was titrated | 290,000 tested, 0.13% active;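 active = spots per cell inhibited over 60%, with over 100 cells counted and total cytoplasm intensity under 500,000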;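 note: U2OS cells stably carrying GPR55 and arrestin-GFP stimulated by 5 µM LPI near EC80; imaged beta-arrestin-GFP aggregate spots per cell after agonist stimulation; plate controls were LPI-stimulated DMSO wells for no effect and DMSO wells without LPI for full effect; some results filed as inactive read as strong as hits; confirmed hits need IC50 under 10 µM and bright autofluorescent wells are also inconclusive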
GPR35 antagonists: GPR35 antagonists blocking zaprinast-driven arrestin recruitment, primary screen, imaging, U2OS, beta-arrestin-GFP, zaprinast agonist (AID 2058); G-protein coupled receptor 35 (Homo sapiens); U2OS GPR35 beta-arrestin-GFP translocation imaging, zaprinast antagonism; higher % means a stronger effect; inhibition, % at 10 µM, or IC50 in µM where a hit was titrated; 290,000 tested, 0.052% active;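 active = inhibition of at least 50% with at least 30 cells and total cytoplasm GFP at most 10,000,000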
PhoP inhibition: inhibitors of PhoP regulon expression, primary screen, Salmonella Typhimurium, GFP reporter (AID 1863). S. Typhimurium PhoP-regulated promoter GFP reporter, 4 h; higher % means a stronger effect. inhibition, % at 50 µM; hits with a dose series show IC50 in µM. 300,000 tested, 0.16% active;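 active = inhibition over 29.93%, a cutoff 3 SD above the screen mean, later confirmed by dose response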;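 note: 0% = low Mg2+ inducing control and 100% = high Mg2+ repressing control; strong numbers were not always called active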
West Nile antiviral: West Nile virus antiviral activity, cell-based, CPE readout (AID 1621) | West Nile virus-infected cells, CPE inhibition; higher % means a stronger effect | one-dose CPE inhibition, % at 10 µM; IC50 in µM for titrated hits | 290,000 tested, 0.02% active; in the data active = a potency from the dose series; note: strong numbers were not always called active
KOR beta-arrestin-2: KOR antagonists, beta-arrestin recruitment, cell-based, luminescence, uHTS (AID 1778). KOR beta-arrestin recruitment, luminescence, antagonist mode; higher % means a stronger effect. 290,000 tested, 0.091% active. inhibition, % at 10 µM, or IC50 in µM where a hit was titrated; in the data active = inhibition above about 50%; note: strong numbers were not always called active
NTR1 ag: agonists of NTR1, primary screen, imaging, U2OS cells, beta-arrestin-GFP, high content (AID 493036); NTR1-U2OS beta-arrestin-GFP spot imaging, agonist mode; activation, % at 20 µM; 330,000 tested, 0.17% active;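 active = activation at or above 40% of the spot to cytoplasm intensity ratio, with at least 20 cells analyzed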;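 note: 0% = DMSO without peptide and 100% = 100 nM NTR1 peptide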
Target sequence (P30989 whole entry, looked up): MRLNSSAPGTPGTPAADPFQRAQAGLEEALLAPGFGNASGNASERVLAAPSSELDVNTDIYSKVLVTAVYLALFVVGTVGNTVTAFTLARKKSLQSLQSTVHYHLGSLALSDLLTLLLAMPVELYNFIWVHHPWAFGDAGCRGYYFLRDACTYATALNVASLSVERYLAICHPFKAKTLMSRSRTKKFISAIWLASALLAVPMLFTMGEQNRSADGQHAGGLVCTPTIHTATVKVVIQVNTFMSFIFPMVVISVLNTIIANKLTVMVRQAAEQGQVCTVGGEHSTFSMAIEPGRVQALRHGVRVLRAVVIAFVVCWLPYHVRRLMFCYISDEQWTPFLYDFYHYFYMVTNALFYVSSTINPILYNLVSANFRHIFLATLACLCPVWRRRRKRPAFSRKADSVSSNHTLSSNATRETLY
GPR55 beta-arrestin: GPR55 agonists via beta-arrestin recruitment, primary screen, imaging, U2OS cells, beta-arrestin-GFP redistribution (AID 1961). 290,000 tested, 0.048% active. activation, % at 10 µM; hits with a dose series show EC50 in µM. G-protein coupled receptor 55 (Homo sapiens). U2OS GPR55 beta-arrestin-GFP redistribution imaging; higher % means a stronger effect;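 active = activation above 40% with more than 50 cells counted in the well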;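 note: U2OS osteosarcoma cells stably expressing GPR55 and beta-arrestin-GFP; plate controls were DMSO negative control for no effect and LPI positive control for full effect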
T cell modulator vesicle-bound %: recorded beside T cell modulator, whose call it bears; double positive events, %; measured here: CD8+ vesicle-bound cell fraction;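 binding gate set so that unloaded-vesicle control wells show 10% double positive cells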
NTR1 ag cell count 20 µM: further read-out of NTR1 ag, marked with its call; cell count; measured here: cell count, cytotoxicity flag
Starred values were filed as active, the others as inactive; i = inactive; . = not tested or not shown; [ ] = another dose, or the depositor's remark.

SMILES	T cell modulator	T cell modulator vesicle-bound %	KOR beta-arrestin-1	GPR55 antagonists	GPR35 antagonists	PhoP inhibition	West Nile antiviral	KOR beta-arrestin-2	NTR1 ag	NTR1 ag cell count 20 µM	GPR55 beta-arrestin
CC(C)C(NC(=O)c1ccco1)C(=O)OCC(=O)c1ccccc1 (centres undefined)	i	26	-0.3%	9%	4%	0%	-0.3%	-15%	0.4	77	0.0%
CC1(C)CC(NC(=O)C2CCC(=O)N(C3CC3)C2)CC(C)(C)C1 (centres undefined)	i	33	2.4%	16%	7%	-1%	-0.2%	10%	0.5	68	0.7%
COc1ccccc1-c1nn2c(-c3ccccc3Cl)nnc2s1	.	.	-3.8%	8%	3%	.	.	22%	.	.	-0.1%
CCOC(=O)c1[nH]c(C)c(/C(O)=C2\C(=O)C(=O)N(CCN(C)C)C2c2ccco2)c1C (centres undefined)	i	24	-7.0%	21%	-8%	.	0.2%	6%	-0.6	58	0.0%
COc1ccc(F)cc1S(=O)(=O)n1nnc2ccccc21	i	50	.	13%	1%	-2%	-0.1%	-6%[20 µM]	1.0	56	-0.1%
CC(C)(C)NC(=O)Cn1nnnc1-c1nonc1N	i	29	-3.7%	3%	-10%	4%	0.5%	21%	1.2	48	0.3%
COC(=O)CSc1nnc(CNS(=O)(=O)c2ccc(Cl)cc2)n1C	i	33	-3.4%	13%	7%	8%	0.8%	22%	-4.0	79	0.0%
Cc1cc(C)c(N)c(C(=O)O)c1	i	22	3.9%	5%	10%	-5%	0.1%	-7%	-0.3	66	0.0%
CC(=O)Cc1nsc(NC(=O)c2ccc(COc3ccc(C)cc3)o2)n1	i	37	-6.8%	3%	-6%	-10%	0.4%	-3%	-5.3	67	-0.3%
Cc1ccc2cc3c(nc2c1)N(Cc1ccco1)CC3	i	50	0.1%	-6%	1%	4%	-0.5%	-34%	1.2	47	-0.1%
O=C(Nc1cccc(Cl)c1)NC1CCS(=O)(=O)C1 (centres undefined)	i	24	3.0%	0%	2%	0%	1.0%	1%	-1.7	49	0.3%
COc1ccc(-n2nnnc2SCC(=O)Nc2ccc3c(c2)OCCO3)c(OC)c1	i	45	-3.7%	7%	0%	7%	-0.6%	-25%	2.0	56	-0.3%
C/C(=N\NC(=O)c1ccccc1C)c1cccc([N+](=O)[O-])c1	i	8	-3.8%	0%	-2%	-13%	-0.3%	8%	0.5	77	-0.1%
COc1ccccc1OC(=O)c1cc2ccccc2oc1=O	i	60	-6.0%	-8%	6%	5%	-0.5%	-36%[20 µM]	-0.2	71	-0.4%
Cc1cccc(C)c1NC(=O)C(NC(=O)CN1C(=O)c2ccccc2C1=O)c1ccccc1 (centres undefined)	i	7	3.3%	-8%	-1%	-13%	0.7%	24%	0.7	55	-0.6%
O=C1NCCN1CCNS(=O)(=O)c1ccc(F)c(Cl)c1	i	32	-2.4%	12%	-13%	-12%	-0.2%	8%	-0.5	63	0.0%
Cc1onc(-c2c(F)cccc2Cl)c1C(=O)Nc1nnc(C2CC2)s1	i	6	9.8%	-20%	7%	2%	-0.1%	-24%	0.3	46	0.0%
CCS(=O)(=O)N1CCN(S(=O)(=O)c2ccc3ccccc3c2)CC1	i	59	1.6%	2%	5%	0%	-1.3%	-12%	3.0	61	-0.1%
Cc1ccc(CSCC(=O)N2CCN(c3ccc(F)cc3)CC2)cc1	i	32	3.8%	7%	-10%	-4%	-0.9%	-7%	1.1	78	0.1%
CCCCCCCCCC(=O)N[C@H](CN1CCOCC1)[C@H](O)c1ccccc1	i	24	.	.	.	4%	-1.0%	.	3.7	47	.
CCOC(=O)c1c(-c2ccc(C)o2)csc1NC(=O)CN1CCOCC1	i	37	-5.2%	2%	-4%	2%	1.1%	-22%	4.2	50	-0.1%
CCC/S(CC1CC1(Cl)Cl)=N\S(=O)(=O)c1ccc(C)cc1 (centres undefined)	i	53	1.8%	-6%	-6%	-6%	-0.4%	-29%	4.2	62	0.2%
O=C(C1Cc2ccccc2O1)N1CCCCC1 (centres undefined)	i	27	13%	-1%	-10%	-4%	0.2%	18%	-2.2	48	-0.2%
COC(=O)[C@H](CCSC)NC(=O)NC1CCN(Cc2ccccc2)CC1	i	17	0.0%	0%	11%	1%	-0.2%	-18%	0.1	27	-0.1%
COc1ccc(C)cc1C(=O)CCC(=O)NCCc1ccc(S(N)(=O)=O)cc1	i	7	-2.7%	-7%	-2%	0%	0.0%	-12%	1.7	50	0.0%
SMILES	T cell modulator	T cell modulator vesicle-bound %	KOR beta-arrestin-1	GPR55 antagonists	GPR35 antagonists	PhoP inhibition	West Nile antiviral	KOR beta-arrestin-2	NTR1 ag	NTR1 ag cell count 20 µM	GPR55 beta-arrestin
O=C(NC1CC1)C1=NOC(CNc2ncc(C(F)(F)F)cc2Cl)C1 (centres undefined)	i	34	-0.9%	3%	9%	31%	-0.2%	5%	-1.5	43	0.0%
CCOc1nc(C)cc(C)c1S(=O)(=O)c1cccc(Cl)c1	i	22	-5.0%	-4%	7%	11%	-1.4%	9%	1.8	57	0.0%
Cc1nnc(NC(=O)/C=C/c2ccco2)s1	i	34	7.2%	-14%	-10%	1%	0.0%	-20%	-2.1	74	0.1%
Cc1cc(=O)n2nc(N3CCC(C(=O)N4CCN(Cc5ccccc5)CC4)CC3)sc2n1	i	18	1.4%	2%	-9%	8%	0.5%	-12%	-0.7	34	-0.1%
CC(C)COP(=O)(c1ccc(N(C)C)cc1)C(O)c1ccc(Br)cc1 (centres undefined)	i	39	4.6%	1%	1%	.	-1.8%	2%	0.6	85	-0.1%
COc1ccc(N(CC(=O)N2CCCCCC2)S(=O)(=O)c2ccc(OC)c(OC)c2)cc1	i	21	-5.8%	16%	0%	-5%	-0.8%	-19%	-0.8	47	0.2%
Cc1scc(C(=O)NNC(=S)NCC2CCCO2)c1-c1ccccc1 (centres undefined)	i	35	-2.9%	-2%	2%	1%	-0.5%	-7%	2.4	42	0.5%
CC(C)(C)NC(=O)NC(=O)CSc1nnc(COc2ccccc2Cl)o1	i	6	-2.9%	-1%	3%	-4%	0.0%	7%	0.8	59	0.5%
Cn1c2ccccc2c(=O)c2c(=O)n(C3CCCCC3)c(-c3ccco3)nc21	i	28	-1.8%	4%	-1%	-1%	-0.1%	-8%	16	45	-0.3%
Cc1cc(C)n2nc(CC(=O)NC3CCCCCCC3)nc2n1	i	29	5.4%	-7%	-4%	1%	0.6%	6%	1.6	77	-0.1%
Cc1cc(C)n(CC(=O)c2cccc(N)c2)n1	i	43	-2.1%	4%	6%	-3%	0.7%	1%[20 µM]	0.3	46	-0.1%
CC1CCCC(NC(=O)COC(=O)CSc2ccc3ccccc3c2)C1C (centres undefined)	i	29	-1.8%	10%	-7%	-9%	-0.1%	-37%	-1.9	24	-0.1%
COc1ccc(CC(=O)Nc2sc3c(c2C#N)CC(C)(C)NC3(C)C)cc1OC	i	64	-3.4%	5%	-3%	-4%	-1.3%	6%	-0.2	60	-0.1%
COC(=O)c1ccc2[nH]ccc2c1	i	24	-3.6%	2%	10%	6%	0.3%	-33%[20 µM]	-1.7	99	0.4%
CC(C)N1CC(C(=O)Nc2ccc(S(=O)(=O)N3CCCCC3)cc2)CC1=O (centres undefined)	i	34	-1.7%	17%	8%	8%	-0.3%	-25%	0.2	48	0.7%
CCC1CCCCN1S(=O)(=O)c1ccc(NC(=O)c2snnc2C)cc1 (centres undefined)	i	3	-6.8%	-11%	0%	2%	-0.9%	-4%	1.5	64	0.6%
COc1ccc(-c2cc(-c3nnc(COC(=O)C4CC4)o3)c3ccccc3n2)cc1OC	i	37	1.9%	-2%	-2%	1%	0.1%	10%	1.3	51	0.1%
COc1ccc(NC(=S)N(CCN(C)C)C(C)c2ccco2)cc1Cl (centres undefined)	i	28	6.6%	2%	-8%	-14%	-0.7%	24%	-1.3	46	0.6%
Cc1ccc(C)c(Cn2c(O)c(N=NC(=S)Nc3ccccc3F)c3ccccc32)c1	i	22	-4.8%	6%	11%	0%	0.0%	14%	0.9	39	0.1%
N/C(Cc1cccc2ccccc12)=N\O	i	16	.	4%	8%	-10%	-0.3%	-16%	0.6	40	-0.2%
O=[N+]([O-])c1cc(/C=N/OCc2c(Cl)cccc2Cl)ccc1N1CCOCC1	i	28	-0.3%	-3%	-12%	11%	0.4%	18%	6.9	76	-0.3%
Cc1ccc(S(=O)(=O)NCc2cc(=O)n(C)c(=O)n2C)cc1C	i	33	-4.3%	-13%	20%	6%	0.2%	-5%	-1.4	67	0.2%
CCOc1cc(CNCC2CCCN2CC)cc(Cl)c1OC (centres undefined)	i	28	2.2%	-8%	8%	4%	-0.8%	-51%[20 µM]	-0.4	63	0.2%
CC(=O)NCC(=O)OC(C)C(=O)Nc1ccc(C(C)=O)cc1 (centres undefined)	i	46	0.3%	7%	-2%	-6%	0.4%	25%	-2.3	90	-0.1%
CCOC(=O)c1cnc(-c2ccccc2)nc1C(F)(F)F	i	5	-3.5%	8%	13%	1%	0.4%	10%	0.7	26	0.1%
COC(=O)c1c(NC(=S)NC(=O)c2ccco2)sc2c1CCCC2	i	34	-2.7%	7%	-9%	-11%	-0.1%	-19%	16	81	-0.3%
Cc1c(NC(=O)c2cccs2)cccc1[N+](=O)[O-]	i	58	-2.4%	3%	-7%	6%	0.0%	8%[20 µM]	-0.7	83	0.5%
CCSc1ncc(/C=N/Nc2ccc(F)cc2)n1C	i	62	-2.0%	.	-3%	2%	-0.3%	24%	6.6	39	-0.1%
N=c1c[n+](-c2ccc(Cl)cc2)[n-]o1	i	49	2.5%	-10%	6%	23%	0.3%	-2%	1.4	46	-0.1%

Record cards (already shown). Screens in order: T cell modulator, T cell modulator vesicle-bound %, KOR beta-arrestin-1, GPR55 antagonists, GPR35 antagonists, PhoP inhibition, West Nile antiviral, KOR beta-arrestin-2, NTR1 ag, NTR1 ag cell count 20 µM, GPR55 beta-arrestin
Cc1nnc(NC(=O)/C=C/c2ccco2)s1 is listed with i, 34, 7.2%, -14%, -10%, 1%, 0.0%, -20%, -2.1, 74, 0.1%
Cn1c2ccccc2c(=O)c2c(=O)n(C3CCCCC3)c(-c3ccco3)nc21 is listed with i, 28, -1.8%, 4%, -1%, -1%, -0.1%, -8%, 16, 45, -0.3%
CC1CCCC(NC(=O)COC(=O)CSc2ccc3ccccc3c2)C1C (centres undefined) is listed with i, 29, -1.8%, 10%, -7%, -9%, -0.1%, -37%, -1.9, 24, -0.1%
